EBI2 block = blocks human EBI2 receptor beta-arrestin signaling; 360,000 compounds, 0.81% hits; EBI2 beta-arrestin recruitment, luminescence, 7a,25-OHC stimulated; P32249; inhibition, % at 5 µM; in the data active = inhibition above about 38%;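 note: enzyme fragment complementation signal reports receptor beta-arrestin coupling in cells; 0% = agonist plus DMSO wells and 100% = wells without agonist; some results beyond the cut were filed as inactive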
CXCR6 block = CXCR6 (human) receptor inhibition. O00574. CHO-K1 PathHunter CXCR6 beta-arrestin, luminescence. inhibition, % at 20 µM. 360,000 compounds, 0.36% hits; in the data active = inhibition above about 34%, passing the limit was not always enough;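 note: antagonist mode with CXCL16 agonist at 10 nM final; 0% = 10 nM CXCL16 with DMSO and 100% = unstimulated wells without agonist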
A3A deaminase = blocks human APOBEC3A ssDNA deamination. inhibition, % at 20 µM. recombinant A3A, FAM/TAMRA ssDNA deamination fluorescence. P31941. 330,000 compounds, 0.41% hits;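 active = at least 40% inhibition at 20 µM here, with at most 30% in a related deaminase screen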;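 note: plate controls were A3A with DMSO for no effect and wells lacking A3A enzyme for full effect; some results filed as inactive read as strong as hits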
Target sequence (P31941 whole entry, looked up): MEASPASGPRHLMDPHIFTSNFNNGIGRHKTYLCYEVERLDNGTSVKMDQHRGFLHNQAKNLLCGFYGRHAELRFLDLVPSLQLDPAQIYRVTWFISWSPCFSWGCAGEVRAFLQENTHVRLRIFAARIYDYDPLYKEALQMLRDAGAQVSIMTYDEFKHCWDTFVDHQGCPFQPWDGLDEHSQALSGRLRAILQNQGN
GRIN3A LBD mod = modulators (binders) of human NR3A ligand-binding domain; Tm shift relative to glycine control, % at 25 µM; NR3A LBD differential scanning fluorimetry, Tm shift; 0% = protein alone, 100% = glycine-bound protein; AID 1259313; 340,000 compounds, 2.5% hits;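 active = melting temperature shift of at least 10% of the positive control shift, at one fixed dose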
A3G deaminase = blocks human APOBEC3G single-stranded DNA deamination; Q9HC16; 330,000 compounds, 0.28% hits; recombinant A3G, ssDNA deamination FAM/TAMRA fluorescence; inhibition, % at 20 µM;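 active = inhibition of at least 40% at 20 µM, with no more than 30% in the related APOBEC3A deaminase screen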;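 note: plate controls were DMSO wells with A3G for no effect and wells lacking A3G enzyme for full effect; some compounds called inactive have numbers as strong as hits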
Target sequence (Q9HC16 whole entry, looked up): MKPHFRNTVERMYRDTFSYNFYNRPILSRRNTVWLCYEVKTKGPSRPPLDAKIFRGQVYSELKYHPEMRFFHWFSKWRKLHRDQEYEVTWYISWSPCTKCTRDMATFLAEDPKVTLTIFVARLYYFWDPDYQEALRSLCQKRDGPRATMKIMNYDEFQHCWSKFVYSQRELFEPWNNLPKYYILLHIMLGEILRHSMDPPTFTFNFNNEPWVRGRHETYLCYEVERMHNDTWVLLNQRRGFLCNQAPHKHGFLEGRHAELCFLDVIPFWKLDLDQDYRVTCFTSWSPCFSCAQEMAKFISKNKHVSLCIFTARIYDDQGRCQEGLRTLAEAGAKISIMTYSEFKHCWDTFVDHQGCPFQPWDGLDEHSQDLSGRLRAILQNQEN
Gli-Sufu antag = blocks Gli-Sufu signaling in a luciferase reporter | Sufu-KO-LIGHT fibroblasts, Gli luciferase reporter luminescence | inhibition, % at 5 µM | AID 588413 | 340,000 compounds, 0.74% hits;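 active = inhibition above about 55%, limit read from the data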;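 note: 0% = DMSO-treated cells and 100% = wells with medium but no cells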
MPTP block = blocks calcium-induced mitochondrial swelling; isolated mouse mitochondria, Ca2+ swelling absorbance, 30 min; inhibition, % at 10 µM; 360,000 compounds, 1.4% hits;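 active = inhibition of 50% or more, scaled per plate between neutral and stimulator controls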;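 note: 0% = DMSO wells given calcium and 100% = 1 mM EGTA wells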
CCR6 antagonist = CCR6 (human) receptor antagonism; inhibition, % at 20 µM; AID 493098; CHO-K1 CCR6 PathHunter beta-arrestin, luminescence, CCL20-stimulated; 340,000 compounds, 0.49% hits; P51684;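 active = compounds whose inhibition of the agonist-driven luminescence signal at 20 µM reaches about 50%, limit read from the data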;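 note: cells stimulated with CCL20 at 14 nM final; plate controls were DMSO with CCL20 for no effect and DMSO without agonist for full effect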
Target sequence (P51684 whole entry, looked up): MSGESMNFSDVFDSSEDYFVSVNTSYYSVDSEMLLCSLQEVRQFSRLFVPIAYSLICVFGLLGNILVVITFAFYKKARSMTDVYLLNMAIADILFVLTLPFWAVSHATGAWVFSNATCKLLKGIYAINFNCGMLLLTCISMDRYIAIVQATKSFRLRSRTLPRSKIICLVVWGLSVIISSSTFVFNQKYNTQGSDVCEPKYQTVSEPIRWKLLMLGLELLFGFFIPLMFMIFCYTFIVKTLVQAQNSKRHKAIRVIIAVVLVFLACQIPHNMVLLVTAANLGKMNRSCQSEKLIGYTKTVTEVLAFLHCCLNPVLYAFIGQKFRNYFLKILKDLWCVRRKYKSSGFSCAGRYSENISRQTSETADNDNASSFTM
Starred values were filed as active, the others as inactive; / = not tested or not shown.

Values in the order: EBI2 block, CXCR6 block, A3A deaminase, GRIN3A LBD mod, A3G deaminase, Gli-Sufu antag, MPTP block, CCR6 antagonist
- CC(=O)N1N=C(c2ccc(Br)cc2)OC1(C)CC(=O)Nc1ccccc1 (centres undefined)
    -24, -2, 5, 0, -5, 5, 1.8, 19
- CCc1ccc(C(=O)OCC(=O)N(CC)c2c(N)n(Cc3ccccc3)c(=O)[nH]c2=O)cc1
    -20, 4, 31, 0, 14, -8, -1.0, -4
- CCN(C(C)=O)c1cnc(C=NNC(N)=S)c2ccccc12
    -41, -16, /, 0, /, 44, 0.0, -10
- COc1ccc(CCNC(=O)CCn2c(=O)c3ccccc3n(CC(=O)NCC3CCCO3)c2=O)cc1OC (centres undefined)
    -15, -2, -4, -2, -5, 3, 0.1, 3
- CC1Cn2c(nnc2-c2ccc(F)cc2)S1 (centres undefined)
    -7, 6, -1, -1, -9, -3, -0.6, 6
- COc1ccc(C(=O)OC(C(=O)c2ccc(C)cc2)c2ccccc2)cc1 (centres undefined)
    15, 14, -1, 1, -3, -7, 1.0, 11
- Cc1onc(-c2ccccc2)c1C(=O)N1CCN(S(=O)(=O)c2ccc3c(c2)OCCO3)CC1
    -5, -3, -1, -3, -3, 8, -0.2, -8
- CC(=O)Nc1ccc(S(=O)(=O)N2CCCC2C(=O)Nc2ccc(F)cc2)cc1 (centres undefined)
    -11, 8, -2, 1, -1, -7, 0.2, 2
- COc1cc(/C=C/C(=O)N2C(=O)c3cccc(N)c3C2=O)cc(OC)c1OC
    10, 2, -2, 1, -6, -4, 1.8, 28
- O=C(Cc1ccc(Cl)c(Cl)c1)Nc1cccnc1
    -7, 8, 0, -3, -5, -20, 3.2, 1

Brought forward from above: 2 entries, then new ones.
Values in the order: EBI2 block, CXCR6 block, A3A deaminase, GRIN3A LBD mod, A3G deaminase, Gli-Sufu antag, MPTP block, CCR6 antagonist
- COc1cc(/C=C/C(=O)N2C(=O)c3cccc(N)c3C2=O)cc(OC)c1OC
    10, 2, -2, 1, -6, -4, 1.8, 28
- O=C(Cc1ccc(Cl)c(Cl)c1)Nc1cccnc1
    -7, 8, 0, -3, -5, -20, 3.2, 1
- COCCN1C(=O)C(=O)/C(=C(/O)c2ccc(S(=O)(=O)N3CCOCC3)cc2)C1c1cccc(Cl)c1 (centres undefined)
    6, -8, -8, -2, -7, -1, 13, 2
- CC(C)(C)NC(=O)CSc1nc2ccc(NC(=O)CSc3nnnn3Cc3ccccc3)cc2s1
    16, -2, -6, 2, -11, 40, 10, 5
- CC(=O)Nc1ccc(NC(=O)COC(=O)c2ccc(C)s2)cc1
    -8, -3, 6, -1, -1, 0, -1.7, 12
- CC(C)C(NC(=O)c1ccc(Cl)cc1)C(=O)NC1=NCCS1 (centres undefined)
    -1, 0, -3, -2, -4, 2, 0.6, 9
- Nc1nnnn1CC(=O)N/N=C/c1cc([N+](=O)[O-])ccc1Cl
    -5, -11, 1, 1, -1, -2, -1.0, 8
- O=C(NNS(=O)(=O)c1ccc(F)cc1)c1ccc([N+](=O)[O-])cc1
    -13, 11, -1, -2, -6, 13, 0.2, 7
- COc1ccc(-c2nc(CS(=O)(=O)CC(=O)NCc3ccccc3Br)c(C)o2)cc1
    -1, -1, 4, 2, -5, 6, 0.0, 7
- O=C(Nc1ccncc1)Nc1ccc(F)cc1
    8, -10, -1, 2, -2, 11, 2.6, 6
- Cn1nnnc1SCC(=O)N1CCc2ccccc2C1
    -3, -2, -5, -3, -6, -15, -2.5, 0
- COc1ccc(C2CC(c3ccccc3)Nc3nc(NC(=O)c4cccs4)nn32)cc1 (centres undefined)
    4, 1, 1, -1, -5, 7, 1.3, 7
- CS(=O)(=O)Nc1ccc(C2=NN(C(=O)C3CCCCC3)C(c3cccs3)C2)cc1 (centres undefined)
    -39, 0, -5, -7, -7, -9, -0.7, -5
- COc1ccc(C(=O)N2CCN(Cc3ccccn3)CC2)cc1
    -3, -4, -1, 1, -7, 0, 0.6, 8
- N#Cc1ccc(S(=O)(=O)N2CCCN(c3ccc(C(F)(F)F)cn3)CC2)cc1
    3, 10, -2, 1, -4, 3, 4.1, 4
- CC1(c2ccccc2)CC(C)(C)n2c(O)c(C3=NC(=S)NC3=O)c3cccc1c32 (centres undefined)
    18, 23, 2, -7, -3, 14, 17, 12
- CC(=O)Nc1ccc(C(=O)NCCc2ccccc2)cc1
    -5, 2, -3, 16*, -3, -34, -0.2, -12
- Cc1c(Cl)cccc1NC(=O)C1CC(=O)N(C2CCCC2)C1 (centres undefined)
    0, -3, /, -8, /, 1, -0.7, 4
- O=C(OCc1nnc(-c2ccccc2)o1)c1cc([N+](=O)[O-])ccc1Cl
    7, 5, -4, 2, -11, 3, -0.9, -1
- NC(=O)CCC(NC(=O)c1ccc(Cl)cc1)C(=O)NCCc1ccc2c(c1)OCCO2 (centres undefined)
    -5, -3, -1, 1, -6, -6, 0.3, 2
- Cc1ccc(S(=O)(=O)N(Cc2n[nH]c(=S)n2-c2ccccc2)c2ccccc2)cc1
    -2, 1, -4, -2, -1, 19, 0.7, 15
- COc1cc(SC)ccc1C(=O)Nc1nc(C)cs1
    21, -1, -1, -1, -8, 7, 0.2, -7
- CCc1ccc2[nH]c3nc(SCC(=O)NNC(=O)c4ccc(C(C)(C)C)cc4)nnc3c2c1
    4, -5, 1, 3, -4, -6, 5.2, -4
- O=C(NCC(c1ccco1)N1CCCC1)c1ccc(S(=O)(=O)Nc2ccccc2F)cc1 (centres undefined)
    -4, -10, -3, 0, -9, 25, -1.6, 1
- NC(=O)CSc1nnc(-c2cc(-c3ccc(Cl)cc3)nc3ccccc23)o1
    -5, 2, 0, 8, -4, 5, 6.9, 12
- Fc1ccc(-c2nnc(-c3ccc(F)cc3)o2)cc1
    -1, 1, -6, 1, -8, 22, 1.7, -12
- O=C(/C=C/c1ccc(OCCCF)cc1)NCc1ccc(Cl)c(Cl)c1
    44*, -1, 2, 0, -6, -4, 1.9, 10
- N#C/C(=N\Nc1ccccc1)C(=N)N1CCCCC1
    4, -4, -4, -10, -6, 7, -0.8, 21
- Cc1[nH]c2ccccc2c1C(=O)CSC(=S)N(C)C1CCCCC1
    6, -2, 3, 2, -1, -3, 0.4, 1
- CCOC(=O)C1=C(C)C(c2ccc(OC)cc2OC)NC(=O)N1 (centres undefined)
    -1, 2, -4, 0, -6, -2, 0.7, -15
- Cc1ccccc1C(=O)OCC(=O)NCC1COc2ccccc2O1 (centres undefined)
    2, 5, -2, 1, -11, 7, -0.3, -4
- Cc1noc(C)c1COc1cccc(C(=O)NCc2ccccc2Cl)c1
    -6, -10, -4, 1, -9, -8, 0.0, 7
- COc1ccc(C(=O)N2CC(c3ccccc3)CC2=O)cc1 (centres undefined)
    -3, -6, -5, 2, -6, -3, -1.8, 15
- O=C(N/N=C/c1cccc(O)c1)c1ccc(-n2cnnn2)cc1
    2, -1, -4, /, -8, -3, -1.3, 13
- Cc1ccc2nc(NC(=O)c3ccc(-c4nc5ccccc5s4)s3)sc2c1
    0, 11, 37, -1, 42, 8, -0.5, 27
- CCCS(=O)(=O)N1CCCC(C(=O)c2cccc(Cl)c2)C1 (centres undefined)
    -4, -2, 3, 1, -1, 1, 1.2, 13
- O=C(COC(=O)c1n[nH]c2ccccc12)Nc1ccccc1
    -1, 3, -2, -15, -9, -1, -2.6, 3
- CC(=O)NS(=O)(=O)c1ccc(NC(=S)NC(=O)c2ccco2)cc1
    3, 22, -1, -4, 0, 2, -1.0, 32
- CCCC(=O)Nc1cccc(-c2cn3cccnc3n2)c1
    -4, -1, -2, 1, -5, -18, -1.6, -2
- COC(=O)CN(c1nc(C)c(Br)c(OC)n1)S(=O)(=O)c1ccccc1
    -9, 5, 21, -3, -2, 12, 1.0, -3
- Cn1cccc1/C=N/N1CCN(c2ccccn2)CC1
    4, 10, 0, 0, -8, 12, 1.3, 5
- Cc1ccc(N/C(N)=N/c2nc(CSc3nnc(C)s3)cc(=O)[nH]2)c(C)c1
    -4, 8, 1, -3, -7, 52, -1.0, 19
- COc1cccc(CN(C(=O)c2cccc(OC)c2)C2CCS(=O)(=O)C2)c1 (centres undefined)
    1, -7, -4, -5, -8, -6, -2.5, 13
- CN1CCN(CCCNC(=O)c2cc3c(=O)oc4ccccc4c3s2)CC1
    3, 0, 3, -1, -2, -15, -0.3, 39
- CCC(=O)Nc1ccc2c(c1)nc(CCN1CCC(C)CC1)n2C
    13, 8, -3, 0, -9, 3, -1.2, 9
- CC1=NN(C(C#N)c2ccccc2C)C(c2ccccc2)C1 (centres undefined)
    4, 1, -2, 1, 0, -2, 0.7, 18
- Cc1ccc(CS(=O)Cc2ccc(C(=O)NCc3ccc4c(c3)OCO4)o2)cc1 (centres undefined)
    1, 1, -4, 0, -6, -13, -3.1, 20
- CCCc1cc(=O)oc2cc(OCc3ccc(OC)cc3)c(Cl)cc12
    -6, -10, -4, 0, -4, -12, 0.6, 6
- O=C(NC1CCCCC1)C1Cc2ccccc2CN1S(=O)(=O)c1ccc(F)cc1 (centres undefined)
    -2, 3, 5, -1, 3, 9, 1.0, 9
- CCn1c2ccccc2c2cc(NC(=O)CN3CCCC3)ccc21
    -15, -12, 0, 0, -15, 2, 24, -2
- C[C@H](CO)N1C[C@H](C)[C@H](CN(C)C(=O)Nc2ccc(C(F)(F)F)cc2)Oc2c(NC(=O)c3ccncc3)cccc2C1=O
    2, 2, -1, 1, 3, 24, 3.4, 17
- O=C(O)CNC(=S)N(Cc1ccccc1)Cc1cccs1
    -2, -3, -3, 2, 3, 2, -2.6, 16

Other compounds follow:
Values in the order: EBI2 block, CXCR6 block, A3A deaminase, GRIN3A LBD mod, A3G deaminase, Gli-Sufu antag, MPTP block, CCR6 antagonist
- O=C(COC(=O)Cc1cccc(C(F)(F)F)c1)NC1CCS(=O)(=O)C1 (centres undefined)
    3, -17, 0, 2, -7, -5, 0.7, 3
- O=C1/C(=C\c2ccc([N+](=O)[O-])cc2)CCc2ccccc21
    -9, -4, 0, 2, -1, -2, 2.3, 2
- CC(Sc1nnc(-c2cccnc2)o1)C(=O)NC1CCCCC1 (centres undefined)
    -7, 2, -1, 0, -3, 4, -0.7, 1
- CCOC(=O)c1ccccc1NC(=O)COC(=O)C1CCN(S(=O)(=O)c2ccccc2C(=O)OC)CC1
    6, 8, 5, 2, -1, -10, -2.7, 2
- O=C(O)CCc1ccc(-c2ccc(Cl)cc2)n1CCC(=O)O
    1, -1, -3, 1, -4, 2, -1.6, -18
- O=C1CC(c2ccccc2Cl)C2=C(COC2=O)N1 (centres undefined)
    -6, 5, -1, 0, -4, 6, 2.1, -7
- Cc1ccc(N2CC(C(=O)N3CCCCC3)CC2=O)cc1C (centres undefined)
    4, 9, -2, -1, -1, -15, -1.6, 5
